# A549 viability: counter-screen for Nrf2 inhibitors: cytotoxicity in A549 cells | A549 ARE-Fluc cells, CellTiter-Fluor viability, 18-24 h | Potency, µM (series often up to 46 µM), inactives show at the highest dose activity change, negative = cytotoxicity, most hits filed as inhibitors | 0.16% of 390,000 active | AID 504648; note: potency is the fitted concentration of half-maximal effect; % is set by controls: 0 for no effect and ±100 for the full control effect
#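 Cytotoxicity counterscreen: CellTiter-Fluor fluorescence was measured in A549 ARE_Fluc cells after 18-24 h of compound exposure in a concentration series. The subsequent BugLite luminescent read reports ARE-luciferase activity.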
# ATXN2 expr inh: ATXN2 expression inhibition; HEK-293 ATXN2-luciferase reporter, luminescence, 24 h; Potency, µM (highest dose often 57 µM), for inactives: top-dose activity change, negative = inhibition, usual class: inhibitors; 0.72% of 360,000 active; note: potency is the fitted concentration of half-maximal effect; % is set by controls: 0 for no effect and ±100 for the full control effect; nearly all actives have a fitted effect of over 55% in size
#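 qHTS (up to 57 uM final) was run with 24 h compound exposure of reporter cells at 37 °C. Each well was multiplexed: SteadyGlo luminescence measured ATXN2-luciferase expression after a fluorogenic Gly-Phe-AFC viability readout (25 uM final).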
# HepG2 tox: kills HepG2 cells in TGF-b inhibitor counter-screen; 0.76% of 410,000 active; Potency, µM (titrated, usually from 46.1 µM), inactives show at the highest dose activity change, negative = cytotoxicity, hits mostly cytotoxic; HepG2 CAGA-GFP viability, ATP luminescence, 18 h; note: potency is the fitted concentration of half-maximal effect; some results filed as inactive show a strong effect at the top dose
#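 HepG2 CAGA-GFP cells (1000/well, DMEM with 1% FBS) received compound, then TGF-beta at 500 pg/mL final, and were incubated 18 hours at 37 degrees C. Viability was read by CellTiter-Glo luminescence. Media-only wells were set as complete cell-killing and DMSO as no toxicity.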
# Nrf2 activator: Nrf2 pathway activation. 0.31% of 410,000 active. AREc32 ARE-luciferase reporter (MCF7-derived line), luminescence, 24 h. Potency, µM (doses to about 46.1 µM), without a hit: at the highest dose activation, actives largely listed as activators; note: potency is the fitted concentration of half-maximal effect; % of control where 0% means no effect; nearly all actives have a fitted effect of over 65% in size
#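 Cells of the AREc32 ARE-luciferase line are plated in OPTI-MEM containing 5% FBS and left overnight at 37 deg C. Compounds are pinned in, incubation continues 24 hr, and firefly luciferase signal is then measured.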
# EPAC2 agonist: activates human EPAC2 exchange factor. 0.079% of 360,000 active. EPAC2 activation, biochemical qHTS; response scale: 100% = 6.5 mM cAMP response. Q8WZA2. Potency, µM (series often up to 154 µM), for inactives: at the top dose activation, usual class: activators; note: potency is the fitted concentration of half-maximal effect; nearly all actives have a fitted effect of over 50% in size
# Target sequence (Q8WZA2 whole entry, looked up): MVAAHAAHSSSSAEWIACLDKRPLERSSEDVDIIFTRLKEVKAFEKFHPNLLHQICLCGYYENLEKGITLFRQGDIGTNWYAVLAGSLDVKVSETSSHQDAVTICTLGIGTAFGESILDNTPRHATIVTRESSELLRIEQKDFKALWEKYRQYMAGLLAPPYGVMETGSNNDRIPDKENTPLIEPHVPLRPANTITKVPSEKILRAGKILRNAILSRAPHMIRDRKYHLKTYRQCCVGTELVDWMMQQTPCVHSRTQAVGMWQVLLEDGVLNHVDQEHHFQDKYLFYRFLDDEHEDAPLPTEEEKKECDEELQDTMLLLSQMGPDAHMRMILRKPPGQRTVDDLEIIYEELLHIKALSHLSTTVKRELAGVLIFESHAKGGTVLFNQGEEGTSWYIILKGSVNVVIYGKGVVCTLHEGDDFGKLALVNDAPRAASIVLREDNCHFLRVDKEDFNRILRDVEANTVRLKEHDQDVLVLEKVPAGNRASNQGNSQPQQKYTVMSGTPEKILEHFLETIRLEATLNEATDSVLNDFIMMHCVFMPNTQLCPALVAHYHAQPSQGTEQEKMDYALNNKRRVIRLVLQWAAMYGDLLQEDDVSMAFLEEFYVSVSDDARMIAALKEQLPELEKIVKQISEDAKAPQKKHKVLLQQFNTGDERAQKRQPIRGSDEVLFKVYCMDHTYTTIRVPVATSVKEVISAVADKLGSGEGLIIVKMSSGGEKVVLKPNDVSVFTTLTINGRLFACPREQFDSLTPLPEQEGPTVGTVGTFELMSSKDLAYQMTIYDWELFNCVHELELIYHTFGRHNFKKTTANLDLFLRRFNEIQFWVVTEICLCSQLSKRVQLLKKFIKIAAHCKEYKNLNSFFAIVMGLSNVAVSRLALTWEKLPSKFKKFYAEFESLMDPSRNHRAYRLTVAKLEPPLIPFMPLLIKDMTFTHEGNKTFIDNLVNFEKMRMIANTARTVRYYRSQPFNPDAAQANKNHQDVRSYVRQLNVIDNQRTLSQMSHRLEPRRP
#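 Fluorescence exchange assay: 100 nM EPAC2 with 250 nM RAP1B-BODIPY-GDP and 50 uM GDP; compounds tested as a concentration-titration series (qHTS). Loss of Rap1-bound BODIPY-GDP fluorescence read at 480/540 nm; data normalized to 6.5 mM cAMP.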
# Nrf2 inh: inhibitors of Nrf2 signaling; A549 ARE-Fluc reporter, luciferase luminescence, 18-24 h; Potency, µM (series often up to 46 µM), without a hit: at the highest dose activity change, negative = inhibition, hits mostly inhibitors; 2.1% of 360,000 active; note: potency is the fitted concentration of half-maximal effect; % is set by controls: 0 for no effect and ±100 for the full control effect; nearly all actives have a fitted effect of over 60% in size
#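 In this cell-based qHTS, ARE-driven firefly luciferase in A549 cells reports Nrf2 activity; the luminescent signal after BugLite lysis is the measured value, with a prior CellTiter-Fluor read for cell health.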
# TGFb SMAD3 inh: inhibitors of TGF-b signaling | HepG2 CAGA-GFP TGF-b/SMAD3 reporter, GFP fluorescence, 18 h; TGF-beta stimulated, 500 pg/mL final | Potency, µM (titrated, usually from 46.1 µM), without a hit: at the highest dose activity, negative = inhibition, actives largely listed as inhibitors | 1.2% of 410,000 active; note: potency is the fitted concentration of half-maximal effect; % is set by controls: 0 for no effect and ±100 for the full control effect; nearly all actives have a fitted effect of over 65% in size
#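 Per well, imaged GFP fluorescence of HEPG2 CAGA-GFP cells gives the signal; cells get compound, then TGF-beta (500 pg/mL final), 18 h at 37 degrees C; %Activity versus -TGF-beta and +DMSO controls.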
# S2 tox: cell viability loss in ATXN counter-screen; S2 cells (HEK-293 line with an ATXN2-luciferase reporter) viability, CellTiter-Fluor protease fluorescence, 24 h; Potency, µM (doses to about 56.7 µM), usual class: cytotoxic; 0.49% of 400,000 active; AID 651635; note: potency is the fitted concentration of half-maximal effect; nearly all actives have a fitted effect of over 40% in size
# IL2 activator: IL-2 activation. IL-2 activation reporter assay, cell-based qHTS; stimulated with anti-CD3/CD4/CD28 beads; in transgenic mouse T cells. activation, % (series mostly up to about 46 µM). 0.065% of 360,000 active. AID 652025; in the data active = activation above about 50%; inconclusive = mostly about 30% to 49%; note: 0% is about no effect
#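 Readout: EGFP and DsRed signals by fluorescent plate cytometry. Unstimulated transgenic mouse T cells received compound 60 min before antibody-bead stimulation, then incubated 18 h at 37 degrees C.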
# Starred values were filed as active, the others as inactive; i = inactive; ? = inconclusive; . = no result given; & = joins results of further samples; [ ] = dose if it differs, or a comment. Unless noted, calls come from the whole dose curve; as a rule, active = well fitted curve in the direction sought with a large enough effect; inconclusive = small, poorly fitted or top-dose-only effect, or another doubt; inactive = no such curve, though single readings can be large; an effect the other way counts as inactive or inconclusive.
SMILES,A549 viability,ATXN2 expr inh,HepG2 tox,Nrf2 activator,EPAC2 agonist,Nrf2 inh,TGFb SMAD3 inh,S2 tox,IL2 activator
CCC(=O)Nc1ccc(Cl)c(NC(=O)C(C)C)c1,15.2%,-2.2%,-45.7%,0.4%,2.3%,10.5%,-2.4%,i,-1.8
COc1ccc(CNC(=S)Nc2ccc(S(N)(=O)=O)cc2)cc1,5.0%,-15.3%,-0.9%,3.6%,6.4%,8.4%,13.6%,i,0.0
Cc1ccccc1CCNC(=O)C1CCC(=O)N(C2CCCCCC2)C1 (stereo not given),-0.6%,6.0%,-1.1%,-0.6%,-4.8%,5.8%,-9.7%,i,-3.6
CC(C)NC(=O)COc1coc(CN2CCN(Cc3ccccc3)CC2)cc1=O,-0.3%,7.9%,-5.8%,0.1%,7.8%,0.9%,0.7%,i,-1.9
CC(C)OC(=O)c1ccc(S(N)(=O)=O)o1,-0.7%,2.3%,0.8%,4.5%,-8.5%,1.4%,0.0%,i,-0.6
CCCc1cc(N2CCN(c3ccccc3F)CC2)n2cnnc2n1,-13.2%,?,-15.6%,-0.9%,.,16.4µM*,-22.1%,?,.
COc1ccc(-c2nn(-c3ccccc3)cc2C(=O)Nc2ccccc2OC)cc1,9.3%,-12.1%,-7.9%,0.7%,.,-9.3%,-0.9%,i,.
CCOc1ccc(C(=O)Nc2c(C(=O)c3ccc(OC)cc3)oc3ccccc23)cc1,-3.1%,2.5%,3.0%,-0.9%,.,9.1%,-0.1%,i,.
O=c1c2c(ncn1Cc1ccccc1)nc1n2CCC1,10.9%,.,-13.5%,-0.3%,2.9%,6.3%,-1.8%,i,-0.6
COc1ccc(OC)c(C2=NOC(C(=O)Nc3cc(C)on3)C2)c1 (stereo not given),-1.2%,3.7%,3.4%,-0.7%,5.3%,-4.6%,7.4%,i,-1.5
COc1cc(-c2noc(C)c2-c2ccc(N(C)C)nc2)cc(OC)c1OC,-9.1%,-22.3%,-19.9%&-37.8%,3.4%,9.5%,18.8%,?,?,-0.4
CCCC(=O)N1CC(=O)Nc2ccc(Cl)cc2C1c1ccccc1 (stereo not given),-4.0%,-2.5%,-13.3%,3.7%,.,-9.9%[9.27 µM],-2.6%,i,.
CCOc1ccc(OCC)c(NC(=O)C2CCCN(S(=O)(=O)c3c(C)n[nH]c3C)C2)c1 (stereo not given),-1.4%,2.7%,3.9%,-0.3%,-3.9%,1.8%,1.5%,i,0.0
CCCOC1CCCN(Cc2nc(-c3cnccn3)no2)C1 (stereo not given),-0.9%,0.2%,0.1%,-0.6%,2.4%,12.2%,-1.0%,i,-2.5
CCC(=O)N1CCc2cc(Br)c(S(=O)(=O)CCC(=O)NCCOC)cc21,-0.7%,8.0%,3.7%,0.1%,-4.5%,0.3%,7.0%,i,-0.4
C(=N\n1cnnc1)/c1nc2ccccc2[nH]1,10.4%,-2.3%,-6.5%,0.4%,2.9%,11.8%,-20.5%,i,0.0
CCN(Cc1ccccc1)C(=O)C1CCN(CC2CC=CCC2)CC1 (stereo not given),-1.8%,-2.2%,6.5%,0.2%,1.9%,3.5%,17.9%,i,-1.5
COc1ccc(CCn2c(=N)c(C(=O)NC3CCCC3)cc3c(=O)n4cccc(C)c4nc32)cc1,-14.4%,.,12.1%,0.1%,-5.1%,4.7%,16.5%,i,3.1
CCSCCOC(=O)C1=C(C)NC(=O)NC1c1cccc(OC)c1OC (stereo not given),4.4%,-2.0%,2.7%,-0.5%,7.2%,-26.3%,5.9%,?,2.1
CCOC(=O)NC(=O)COC(=O)CNC(=O)c1ccc(OCC)c(OCC)c1,0.4%,-26.6%,-20.1%,-0.5%,4.5%,-1.7%,-18.6%,i,-3.8
COc1ccc(C2NC(=O)NC(C)=C2[N+](=O)[O-])cc1OC (stereo not given),-12.4%,22.9%,-3.2%,3.4%,-0.2%,-7.0%,-0.6%,i,-1.8
COc1ccccc1NC(=O)c1cc(C2CC2)nc2c1c(C)nn2-c1ccc(C)cc1,8.0%,9.8%,-5.7%,-0.7%,.,-13.7%,10.0%,i,.
COC(=O)[C@H](CCSC)NC(=O)NCCc1ccccc1F,4.0%,11.4%,-24.4%,0.2%,3.1%,1.3%,?,i,-0.1
Cc1cc(C)nc(N2CCC(C(=O)NCc3cccc(C(F)(F)F)c3)CC2)n1,-1.9%,3.6%,0.2%,-0.7%,-12.0%,8.9%,5.3%,i,-1.1
CCN(CC)c1ccc(NC(=O)Cn2c3ncccc3c(=O)n2-c2ccccc2)c(C)c1,-1.5%,.,7.1%,0.3%,.,0.0%,5.4%,.,.

# An excerpt from the list above:
SMILES,A549 viability,ATXN2 expr inh,HepG2 tox,Nrf2 activator,EPAC2 agonist,Nrf2 inh,TGFb SMAD3 inh,S2 tox,IL2 activator
CCC(=O)Nc1ccc(Cl)c(NC(=O)C(C)C)c1,15.2%,-2.2%,-45.7%,0.4%,2.3%,10.5%,-2.4%,i,-1.8
COc1ccc(CNC(=S)Nc2ccc(S(N)(=O)=O)cc2)cc1,5.0%,-15.3%,-0.9%,3.6%,6.4%,8.4%,13.6%,i,0.0
Cc1ccccc1CCNC(=O)C1CCC(=O)N(C2CCCCCC2)C1 (stereo not given),-0.6%,6.0%,-1.1%,-0.6%,-4.8%,5.8%,-9.7%,i,-3.6

# Following part
SMILES,A549 viability,ATXN2 expr inh,HepG2 tox,Nrf2 activator,EPAC2 agonist,Nrf2 inh,TGFb SMAD3 inh,S2 tox,IL2 activator
COc1ccc(OC)c(C2C3=C(CCCC3=O)Nc3c2c(=O)n(C)c(=O)n3C)c1 (stereo not given),16.2%,2.0%,1.1%,-0.8%,7.0%,-5.9%,-44.8%,i,2.3
O=C1CC(C(=O)Nc2ccc(F)c(Cl)c2)N=C(N2CCCCC2)N1 (stereo not given),11.3%,14.9%,7.2%,2.5%,3.5%,6.5%,-17.6%,i,-0.5
COC(C[C@@H]1O[C@@H]1[C@@H](O)[C@H](C)OCc1ccccc1)OC,6.3%,9.5%,5.7%,-2.2%,0.9%,17.7%,-3.9%,i,-2.8
O=C(NCCc1c[nH]c2ccccc12)C(=O)Nc1ccccc1,4.0%,-3.8%,-0.7%,1.9%,1.8%,6.1%,-13.1%,i,-3.7
Cc1ccc(OC(=O)N(C)C[C@@H]2OCc3cn(nn3)CCCC(=O)N([C@H](C)CO)C[C@H]2C)cc1,.,1.1%,-13.5%,0.7%,?,.,-13.1%,i,-1.5
COc1ccc(NC(=O)CN2C(=O)COc3ccc(C)cc32)cc1,4.7%,-14.1%,-2.1%,-0.7%,5.4%,-5.7%,0.2%,i,-0.9
CCNC(=O)n1nccc1C(C)Oc1ccccc1 (stereo not given),-0.2%,19.0%,1.6%,-0.4%,-4.9%,8.9%,-0.4%,i,-1.2
Cc1cccc(NC(=O)CN2CCOCC2)c1C,-0.1%,.,0.4%,-0.4%,5.2%,-4.2%,1.3%,?,-0.6
CCc1nc2ccc(C(=O)Nc3nnc(C)s3)cc2nc1CC,9.1%,-4.8%,-20.7%,0.1%,-8.6%,19.3%,8.8%,.,0.9
CSc1nc(N(C)CCO)c2sc3nc(-c4ccco4)c4c(c3c2n1)CCC4,3.3%,4.5%,-0.2%,8.6%,24.8%,32.2%,-4.9%,i,-1.2
OCC1(Cc2cccc(Cl)c2)CCCN(Cc2ccc3cc(F)ccc3n2)C1 (stereo not given),-1.3%,?,-27.7%,10.2%,11.2%,22.1%,?,i,-0.7
Cc1cccc(NS(=O)(=O)c2cccc(C(=O)NCc3ccccc3CN3CCOCC3)c2)c1,-10.2%,-13.7%,-6.7%,4.5%,6.8%,-28.2%,-5.1%,i,0.1
COC(=O)c1ccc(C(=O)OC)c(NC(=O)CSc2cccc[n+]2[O-])c1,1.1%,1µM*,6.31µM*,29.7%,4.8%,18.4%,3.55µM*,1.26µM*,-3.7
Cc1ccc2nc(-c3ccc(SCC(=O)Nc4cc(C)on4)nc3)[nH]c2c1,-3.6%,0.0%,-42.2%,0.2%,-9.4%,?,5.3%,i,-0.3
CCOc1ccc2[nH]c(=O)c(CN(Cc3ccco3)C(=O)c3ccc(Br)cc3)cc2c1,-6.5%,-7.0%,-24.3%,-0.2%,-4.3%,-6.8%,-12.6%,i,-2.4
CCN(CC)C(=O)C1CCCN(c2ccc([N+](=O)[O-])cc2/C=N/NC(=O)c2ccc([N+](=O)[O-])cc2)C1 (stereo not given),1.8%,-4.1%,-39.9%,7.4%,-1.9%,-0.2%,24.2%,i,-2.0
O=C(NN=C1CCCCC1)c1ccccc1OCc1ccc(F)cc1,-11.5%,.,-14.6%,6.0%,4.1%,-25.6%,4.4%,i,-2.4
Cc1nn(Cc2ccccc2)c(Cl)c1/C=C/C(=O)OCC(=O)NC(C)C(C)C (stereo not given),3.7%,.,-20.3%,-0.8%,-0.8%,-3.4%,-19.0%,i,-0.5
CCCCOc1ccc(C(=O)Nn2cnnc2)cc1,-0.1%,7.9%,-19.5%,0.2%,6.3%,2.2%,-8.4%,?,-0.8
Cc1nnc(SCC(=O)NC2CC2)s1,1.9%,15.4%,20.6%,0.2%,13.7%,7.0%,14.9%,i,-2.7
O=C(NCC(c1cccnc1)N1CCN(Cc2ccccc2)CC1)C(=O)Nc1ccc(F)cc1 (stereo not given),5.0%,-4.3%,-25.6%,5.9%,.,?,-20.3%,i,.
CCN(CC)c1ccc(S(=O)(=O)N2CCOCC2)cc1NC(=O)CNCc1cccc(Cl)c1,?,?,-20.5%,-0.5%,12.6%,25.9µM*,?,?,1.0
CC(C)C[C@H](N)c1nnc(S(=O)(=O)Cc2cccc(F)c2)o1,-25.5%,?,-90.2%,20.1%,6.2%,?,17.8µM*,.,-2.4
O=C(CSc1nnc(NC(=O)c2cccc(F)c2)s1)NC1CC1,0.9%,12.5%,2.1%,3.2%,6.2%,9.7%,1.5%,i,-1.5
